Screening results from PubChem.
CHO-K1 Ca antag – nonselective inhibitor or artifact in parental CHO-K1 cells. ATP-induced calcium, Fluo-8 fluorescence. inhibition, % at 3 µM. actives 0.6% (n = 360,000). AID 602250;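 active means inhibition above a per-plate cutoff, the plate's mean sample inhibition plus 3 SD, cut at about 24% in these data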;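 further: 0% = DMSO plus EC80 ATP and 100% = DMSO alone without ATP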
CHO parental Ca – counter-screen for OX1R antagonists: effect in parental CHO cells | inhibition, % at 5.6 µM | parental CHO-K1, ATP-induced calcium, Fluo-8 fluorescence | actives 0.63% (n = 330,000);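 active means inhibition above that plate's mean sample inhibition plus 3 SD, cut at about 26% in these data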;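 further: 0% = ATP-challenged DMSO wells and 100% = DMSO wells without ATP; some compounds past the cut are filed as inactive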
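Assay system – parental CHO cells · Reagent – ATP stimulus · Detection – intracellular calcium via Fluo-8 no-wash fluorescent dye · Evaluation – percent inhibition of ATP-evoked calcium rise, normalized to controls · Controls – ATP wells versus no-ATP DMSO wells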
TAAR1 agonist – human TAAR1 agonism; Q96RJ0; CHO RD-HGA16 TAAR1, Fluo-8 calcium fluorescence; vehicle wells 0%, saturating PEA agonist 100%; activation, % at 3 µM; actives 0.99% (n = 360,000); AID 624467;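 active means activation above the mean activation of all test compounds in the run plus 3 SD, cut at about 38% in these data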
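Test system: RD-HGA16 (CHO) cells co-expressing Gα16 and hTAAR1 / Benchmarks: DMSO vehicle as 0%, PEA at EC100 as 100% / Repeats: no replicates (n 1) / Measure: % activation from peak over basal fluorescence ratio, DMSO-to-PEA scaled / Timing: 17-24 h plating, Fluo-8 75 min 37 °C, 30 min RT / Technique: kinetic Fluo-8 calcium fluorescence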
V1R ag counter – V1a receptor agonism, counter-screen for OXTR agonists | P37288 | CHO-V1R cells, Fluo-8 calcium fluorescence, agonist mode; 0% DMSO, 100% 3 nM vasopressin | activation, % at 3 µM | actives 0.25% (n = 320,000) | AID 2797;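 active means activation above the mean activation of all tested compounds plus 3 SD, per screening run, cut at about 20% in these data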;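 further: signal is peak over basal fluorescence ratio across a 100 second FLIPR read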
Target sequence (P37288 whole entry, looked up): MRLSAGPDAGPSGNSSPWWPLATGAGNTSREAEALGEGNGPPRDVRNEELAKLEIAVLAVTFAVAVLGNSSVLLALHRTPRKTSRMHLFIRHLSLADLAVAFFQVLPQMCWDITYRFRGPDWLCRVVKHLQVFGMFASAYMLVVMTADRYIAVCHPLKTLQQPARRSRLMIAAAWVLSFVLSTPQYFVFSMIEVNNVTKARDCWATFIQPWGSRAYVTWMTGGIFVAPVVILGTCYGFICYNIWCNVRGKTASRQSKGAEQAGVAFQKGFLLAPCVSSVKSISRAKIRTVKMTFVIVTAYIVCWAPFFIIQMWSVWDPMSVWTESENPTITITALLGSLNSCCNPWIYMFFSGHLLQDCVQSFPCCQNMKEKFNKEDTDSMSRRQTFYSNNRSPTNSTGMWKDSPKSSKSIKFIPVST
M1 ag – agonists of human M1 muscarinic receptor | CHO-K1 hM1, Fluo-8 calcium fluorescence, agonist mode; 0% DMSO, 100% acetylcholine EC100 | activation, % at 3 µM | actives 0.33% (n = 360,000) | AID 588814;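 active means activation above the run's mean compound activation plus 3 SD, cut at about 16% in these data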;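 further: peak over basal fluorescence ratio within a 140 s kinetic read after compound addition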
M1 PAM parental – nonselective activator or artifact in parental CHO-K1 calcium assay; ATP EC20, Fluo-8 calcium fluorescence; 0% at ATP EC20, 100% at ATP max; activation, % at 3 µM; actives 0.02% (n = 360,000); AID 602247;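 active means activation above the run cutoff, the mean activation of all test compounds plus 3 SD, cut at about 40% in these data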;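 further: peak over basal fluorescence ratio in a 140 s read after ATP addition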
TAAR1 antag – antagonists of human TAAR1. CHO RD-HGA16 TAAR1, Fluo-8 calcium fluorescence, antagonist. inhibition, % at 3 µM. actives 1.5% (n = 360,000);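 active means inhibition above a per-plate cutoff, the mean inhibition of test compounds on that plate plus 3 SD, cut at about 49% in these data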;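 further: 0% = DMSO plus EC80 beta-PEA response and 100% = DMSO alone without agonist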
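Assay system: RD-HGA16 CHO cells with stable hTAAR1 and Gα16 / Reagent: EC80 β-phenethylamine stimulus / Doses: 3 µM, single point / Timing: dye loading 75 min at 37 °C, then 30 min room temperature / Measured by: Fluo-8 intracellular calcium dye fluorescence, real-time kinetic reads / Controls: vehicle wells and EC80 agonist wells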
CHO-K1 Ca ag – nonselective activator or artifact in parental CHO-K1 cells | Fluo-8 calcium fluorescence; scaled to maximal ATP response, vehicle zero | activation, % at 3 µM | actives 0.48% (n = 360,000) | AID 602248; in the data active means activation above about 15%;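 further: untransfected CHO-K1 host cells lacking M1 receptor as counterscreen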
OXTR potentiate – human OXTR potentiation; P30559; CHO-OTR cells, Fluo-8 calcium fluorescence, potentiator mode; 0% = oxytocin EC15, 100% = EC100; activation, % at 3 µM; actives 0.061% (n = 320,000);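 active means activation above that plate's cutoff, the mean activation of tested compounds plus 3 SD, cut at about 6.6% in these data, passing the limit was not always enough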;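 further: 100% uses oxytocin at 75 nM as the full agonist control; some results filed as inactive read as strong as hits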
Target sequence (P30559 whole entry, looked up): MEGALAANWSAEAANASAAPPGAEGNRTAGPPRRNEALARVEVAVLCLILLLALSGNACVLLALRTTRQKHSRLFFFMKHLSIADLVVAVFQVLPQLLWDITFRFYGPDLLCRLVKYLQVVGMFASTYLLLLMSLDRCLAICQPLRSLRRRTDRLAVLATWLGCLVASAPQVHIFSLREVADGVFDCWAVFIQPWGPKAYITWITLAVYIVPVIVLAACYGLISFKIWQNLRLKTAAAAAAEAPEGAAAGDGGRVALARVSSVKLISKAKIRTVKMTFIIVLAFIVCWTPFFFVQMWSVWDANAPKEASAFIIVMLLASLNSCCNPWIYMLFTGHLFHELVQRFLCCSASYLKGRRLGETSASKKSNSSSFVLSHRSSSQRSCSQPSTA
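Dosing: Single dose, 3.0 µM nominal final compound concentration | Material: Human OTR in CHO cells | Technique: Kinetic Fluo-8 calcium fluorescence | Benchmarks: EC15 oxytocin alone as 0%, 75 nM oxytocin as 100% | Probe or stimulus: Oxytocin at about EC15, sub-maximal agonist stimulus | Incubation: Compound 6 min at room temperature before oxytocin, 100 s read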
* hit, by the source's call; . = no result given. Rows are unselected, and some 3.3% of all compounds hit somewhere here.

SMILES	CHO-K1 Ca antag	CHO parental Ca	TAAR1 agonist	V1R ag counter	M1 ag	M1 PAM parental	TAAR1 antag	CHO-K1 Ca ag	OXTR potentiate
Cn1cccc1Cc1nnc(SCC(=O)N2CCc3ccccc32)n1CCc1ccccc1	-5	-19	7	0.6	-3	1	40	2.1	-21
COc1cc(Cc2nc3ccc(S(=O)(=O)N4CCOCC4)cc3[nH]2)cc(OC)c1OC	1	-3	5	0.8	-2	11	2	-0.2	-4
O=C(O)c1nccnc1C(=O)Nc1ccc(Oc2c(Cl)cccc2Cl)nc1	-4	-14	1	0.7	-5	-5	-47	-0.1	0
CCn1ncc(C2=NOC(C(=O)Nc3ccccc3C(=O)OC)C2)c1C (configuration not stated)	-6	-15	5	4.4	3	-1	6	4.3	-3
CCOC(=O)c1[nH]c2ccc(OCC)cc2c1CCCN1C(=O)c2ccccc2C1=O	-9	-23	0	-0.2	-9	15	5	-0.1	-3
COc1ccc(OC)c(Nc2nc(=O)c3cccnc3s2)c1	-12	.	.	.	-2	24	.	5.6	.
Cc1cc(O)c(-c2cc(O)c(C)cc2O)cc1O	-5	2	3	0.2	1	0	1	0.5	-6
C(=C\c1ccco1)/C=N/n1cnnc1	26*	-6	7	0.2	2	-9	-4	0.4	-2
COC(=O)c1c(C)nn(-c2ccccc2)c1-n1cccc1	5	-11	1	-1.4	-5	-6	-26	-0.2	-7
OC1NC(=S)N(c2ccccc2)C1O (configuration not stated)	-3	1	3	-1.5	0	3	-35	0.2	-8
O=C(OCc1c(F)cccc1Cl)c1cccc(S(=O)(=O)N2CCOCC2)c1	-11	-13	3	-0.8	-4	4	-12	0.7	-3
CCOC(=O)C1=C(c2ccccc2)Nc2ncnn2C1c1ccc(C(=O)O)cc1 (configuration not stated)	-15	-2	1	0.9	-1	17	-6	1.2	-5
Brc1ccc(C2=CC(c3ccco3)n3ncnc3N2)cc1 (configuration not stated)	-2	-17	.	9.2	7	-8	.	9.2	-10
Cc1cc(=O)[nH]c2ccc(S(=O)(=O)N3CCOCC3)cc12	-3	-7	1	0.2	-1	9	-13	1.0	5
Cc1cc(N2C(=O)C(O)=C(C(=O)c3ccco3)C2c2ccc(O)cc2)no1 (configuration not stated)	-2	5	3	0.6	-2	-3	3	-0.1	-12

Grouped by structure, the entries above containing a Cl atom (2)
SMILES	CHO-K1 Ca antag	CHO parental Ca	TAAR1 agonist	V1R ag counter	M1 ag	M1 PAM parental	TAAR1 antag	CHO-K1 Ca ag	OXTR potentiate
O=C(O)c1nccnc1C(=O)Nc1ccc(Oc2c(Cl)cccc2Cl)nc1	-4	-14	1	0.7	-5	-5	-47	-0.1	0
O=C(OCc1c(F)cccc1Cl)c1cccc(S(=O)(=O)N2CCOCC2)c1	-11	-13	3	-0.8	-4	4	-12	0.7	-3

Following part.
SMILES	CHO-K1 Ca antag	CHO parental Ca	TAAR1 agonist	V1R ag counter	M1 ag	M1 PAM parental	TAAR1 antag	CHO-K1 Ca ag	OXTR potentiate
CC1(C)CC(=O)C(C(=O)C2CCN(S(=O)(=O)c3ccccc3)CC2)C(=O)C1	2	19	3	1.1	-2	0	10	-0.7	-2
Cc1ccc2c(C(=O)CN3CCSCC3)c(C)[nH]c2c1	-10	-2	12	2.9	-3	13	0	0.2	-6
Cc1ccc(/C=N/NC(=O)C(c2ccncc2)N2CCOCC2)cc1 (configuration not stated)	3	-30	2	2.4	-2	-6	-48	0.6	-5
O=C(NCCCCc1ccccc1)NC[C@@H]1CC[C@@H](Cc2ccc(-c3ccccc3)cc2)O1	3	12	1	.	-2	-3	17	0.3	.
O=C(/C=C/c1ccc([N+](=O)[O-])cc1)N1CCN(c2ccccc2F)CC1	-2	-11	-2	-0.8	-6	11	13	0.4	-1
O=C(CSc1nnc(-c2ccccc2)n1Cc1ccccc1)NNC(=O)c1ccccc1O	-8	-10	7	0.0	-4	14	-2	0.4	-1
Cc1cccc(NC(=O)CNC(=O)Cc2ccc(S(=O)(=O)N3CCOCC3)s2)c1C	-7	-5	0	-0.2	-1	-9	-4	0.7	1
CSCCC(NS(=O)(=O)c1ccccc1F)C(=O)N1CCCCCCC1 (configuration not stated)	-4	-12	2	-1.5	6	-22	-9	0.3	-7
O=C(COC(=O)COc1ccc(Br)cc1)Nc1ccc2c(c1)OCCO2	-9	6	7	4.3	-3	7	-7	1.4	-6
CC(C)c1cc(C(=O)N2CCCC(N3CCN(c4ccc(F)cc4)CC3)C2)no1 (configuration not stated)	-10	-1	1	0.8	-4	12	-28	1.1	-21
CC(=O)c1c(N2CCN(C(=O)c3ccco3)CC2)nc(=S)n(-c2ccccc2)c1C	-12	-10	14	1.1	-14	-4	-4	-0.1	1
CCC(C)(NC=O)C(=O)Nc1c(C)cccc1C (configuration not stated)	-7	-6	4	-0.7	0	7	6	0.4	-6
COc1ccc(CCn2nnc(-c3ccc(NC(C)=O)c(Cl)c3)n2)cc1	-2	-1	7	0.5	-3	10	-10	0.3	-2
CC[N+](CC)(CC)CC(=O)Nc1c(C)cccc1C	19	-5	3	0.3	-6	-1	-21	0.6	-3
CN(C(=O)COC(=O)c1cccc(F)c1)c1ccccc1	1	-15	3	-0.1	-3	-19	0	-0.1	-4
O=S(=O)(Nc1ccc(F)cc1Cl)c1ccc(-c2cnc(C3CC3)o2)cc1	-11	-17	1	6.5	1	20	6	10	-12
Cc1ccc(-c2csc(NS(=O)(=O)c3cccc(F)c3)n2)o1	-11	0	1	0.5	-1	8	-22	0.8	-5
CCC(C)NC(=O)CNC(=S)N(Cc1ccc(F)cc1)C1CCCCC1 (configuration not stated)	-13	-18	4	-1.1	-3	9	-18	0.4	-8
O=C(O)c1ccc(OCC(F)(F)F)nc1	-20	-25	13	1.3	-1	19	-13	0.5	4
Cc1ccccc1OCc1n[nH]c(=S)n1-c1cccc(Cl)c1	1	-10	-1	1.4	-4	-6	-8	0.4	-11
COC(=O)c1cc(=O)nc(NN=C2CCCCC2)s1	-7	.	.	.	-2	20	.	0.8	.
CC1CCCC(C)N1CC(C)(C)NS(=O)(=O)c1ccc(Cl)cc1 (configuration not stated)	9	-2	3	-0.3	-2	-5	-13	-0.3	-2
O=C(NCc1ccco1)c1nc2ncccn2n1	-8	-7	2	1.3	-4	26	11	0.5	-3
O=C(Nc1cccc(C(=O)N2CCN(c3ccc(F)cc3)CC2)c1)c1ccccc1	-6	-18	8	2.2	-5	4	20	2.1	-9
O=C(OCc1cccc(Cl)c1)c1cc([N+](=O)[O-])ccc1N1CCOCC1	-4	-25	-1	-0.4	-4	7	12	1.0	-12
CCC(C(=O)N1CCOCC1)n1c2ccccc2c2nc(=O)cc(C)n21 (configuration not stated)	-28	-20	1	1.1	-3	21	-19	0.7	-9
O=C(COc1ccc(F)c(Cl)c1)c1ccc[nH]1	-13	-6	10	-0.2	-1	14	13	0.5	-3
CCOc1ccccc1NC(=O)CSc1nnc(CNC(=O)c2cccs2)o1	-2	-9	0	0.5	-1	-4	-2	1.2	0
CCOC(=O)c1c(-c2ccc(F)cc2)cn2ccccc12	-11	3	12	-1.2	-5	9	23	0.0	-3
O=C(CC1OC(=O)c2ccccc21)Nc1ccc(Cl)c(S(=O)(=O)N2CCCCC2)c1 (configuration not stated)	-5	-22	4	5.2	0	-15	25	3.5	-14
N#CC1=C(N)Oc2n[nH]c(-c3cccs3)c2C1c1ccccc1C(=O)O (configuration not stated)	-12	-15	6	0.0	-1	17	-9	0.3	-10
O=C(Nc1cnccn1)c1cccnc1	-2	0	5	0.5	-5	0	-6	0.3	-2
CN(CC(=O)Nc1cccc(F)c1)C(=O)c1cc(-c2ccco2)nc2ccccc12	0	-25	11	-0.8	-1	8	44	3.4	-6
CCc1ccc(-c2cc(C)no2)cc1S(=O)(=O)N1CCC(C)CC1	-4	-16	1	1.1	-3	3	-38	-0.7	-4
Cc1ccc(S(=O)(=O)N2CCN(C(=O)COC(=O)CCOc3cc(C)ccc3C)CC2)cc1	12	58*	8	12	5	-3	36	12	-7
COc1ccc(OC)c(-c2cc(C(=O)Nc3cc(C)n(Cc4ccc(Cl)cc4)n3)no2)c1	-10	-12	1	0.0	-4	15	-11	0.9	1
CC(=O)NNc1cc(=O)c2c(=O)n(C)c(=O)n(C)c2[nH]1	-2	1	7	-0.2	-2	-3	-17	-0.1	-17
O=C(O)c1ccccc1SCc1ccc2c(c1)OCO2	-2	1	2	1.7	-4	17	-10	0.1	-1
Cc1ccc(NC(=O)c2cccs2)cc1	-7	-2	4	-0.4	-3	17	1	-0.4	-4
Cc1ccc(F)c(S(=O)(=O)NC(=O)C2(C)CCN2C(=O)CCc2ccccc2)c1 (configuration not stated)	2	.	1	.	-4	6	-22	0.5	.
CCn1c(=N)n(CC(=O)C23CC4CC(CC(C4)C2)C3)c2ccccc21	1	-11	25	-0.4	-3	13	-36	2.6	-2
CC1(C(=O)O)Cc2ccccc2C(=O)O1 (configuration not stated)	-9	7	7	0.9	-6	8	4	0.3	-3
O=C(/C=C/[C@H]1O[C@@H](n2ccc(=O)[nH]c2=O)[C@H](O)[C@@H]1O)NC1CCN(Cc2ccccc2)C1 (some centres not stated)	-14	.	2	.	-6	3	-15	0.7	.
Cc1cc(C)c2[nH]c(=O)c(=O)[nH]c2c1	-2	-7	4	0.5	-3	12	6	0.3	1
Cc1nc2sc3c(c2c(=O)[nH]1)CCC3	10	-4	2	-0.6	-4	9	-4	4.5	2
c1cc2c(cc1C1=Nn3c(nnc3C3CCCCC3)SC1)OCO2	2	-15	6	-0.9	-4	-3	-17	-0.7	0
CCOC(=O)[C@]12CCCC=C1N(Cc1ccco1)C(=O)[C@H](CC(=O)NCCCCc1ccccc1)C2	-16	.	-1	.	.	5	2	-0.2	.
O=C(Cn1cc(C(=O)C(F)(F)F)c2cc(Br)ccc21)N1CCOCC1	9	-12	10	0.7	-3	-4	-10	-0.2	-4
CN(C)c1ccc(C(=O)Nc2ccc(S(=O)(=O)NC3=NCCCCC3)cc2)cc1	-11	-17	1	-0.2	-5	21	-2	0.2	3

Fetched by structure from the entries so far:
SMILES	CHO-K1 Ca antag	CHO parental Ca	TAAR1 agonist	V1R ag counter	M1 ag	M1 PAM parental	TAAR1 antag	CHO-K1 Ca ag	OXTR potentiate
CN(C)c1ccc(C(=O)Nc2ccc(S(=O)(=O)NC3=NCCCCC3)cc2)cc1	-11	-17	1	-0.2	-5	21	-2	0.2	3
c1cc2c(cc1C1=Nn3c(nnc3C3CCCCC3)SC1)OCO2	2	-15	6	-0.9	-4	-3	-17	-0.7	0
